LDHA block: blocks human lactate dehydrogenase A | activity change, % (values are at about 110 or 230 µM) | 480,000 compounds, 0.15% hits | purified LDHA, NADH/diaphorase-resazurin fluorescence; stronger effect = lower value; in the data active = activity change below about -30%; inconclusive = mostly about -25% to -30%;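 also: plate controls were DMSO wells for no effect and wells without enzyme for full effect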
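Enzyme activity of human lactate dehydrogenase 5 (2 nM; 0.06 mM NADH, 0.2 mM pyruvate, 5 min, RT) is measured via a resazurin/diaphorase fluorescence readout of residual NADH.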
D1 agonist: human D1 receptor agonism; P21728; HEK293 T-REx D1 cells, calcium flux, agonist mode; activation, % at 2 µM; 360,000 compounds, 1% hits; AID 504660; in the data active = activation above about 30%; also: 0% is about no effect
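Tetracycline-induced HEK293 TREx D1 cells, force-coupled to calcium signalling, were dye-loaded with a no-wash calcium kit. Compound was pin-added after a 10 s baseline. Fluorescence was read kinetically at 1 cycle/s for 180 s, with calcium rises flagged as agonism.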
RXFP1 agonist: activates the human relaxin receptor RXFP1. AID 2676. HEK293T-RXFP1 cAMP TR-FRET, 30 min; response scale: percent of porcine relaxin response, buffer zero. Potency, µM (series often up to 57.5 µM), for the others: at the highest dose activation, usual class: activators. Q9HBX9. 370,000 compounds, 0.3% hits; also: potency is read from the fitted curve at half-maximal effect; % is scaled to controls: 0 for no effect and ±100 for the full control effect; nearly all actives have a fitted effect of over 60% in size; many of its hits are not listed in these tables
Target sequence (Q9HBX9 whole entry, looked up): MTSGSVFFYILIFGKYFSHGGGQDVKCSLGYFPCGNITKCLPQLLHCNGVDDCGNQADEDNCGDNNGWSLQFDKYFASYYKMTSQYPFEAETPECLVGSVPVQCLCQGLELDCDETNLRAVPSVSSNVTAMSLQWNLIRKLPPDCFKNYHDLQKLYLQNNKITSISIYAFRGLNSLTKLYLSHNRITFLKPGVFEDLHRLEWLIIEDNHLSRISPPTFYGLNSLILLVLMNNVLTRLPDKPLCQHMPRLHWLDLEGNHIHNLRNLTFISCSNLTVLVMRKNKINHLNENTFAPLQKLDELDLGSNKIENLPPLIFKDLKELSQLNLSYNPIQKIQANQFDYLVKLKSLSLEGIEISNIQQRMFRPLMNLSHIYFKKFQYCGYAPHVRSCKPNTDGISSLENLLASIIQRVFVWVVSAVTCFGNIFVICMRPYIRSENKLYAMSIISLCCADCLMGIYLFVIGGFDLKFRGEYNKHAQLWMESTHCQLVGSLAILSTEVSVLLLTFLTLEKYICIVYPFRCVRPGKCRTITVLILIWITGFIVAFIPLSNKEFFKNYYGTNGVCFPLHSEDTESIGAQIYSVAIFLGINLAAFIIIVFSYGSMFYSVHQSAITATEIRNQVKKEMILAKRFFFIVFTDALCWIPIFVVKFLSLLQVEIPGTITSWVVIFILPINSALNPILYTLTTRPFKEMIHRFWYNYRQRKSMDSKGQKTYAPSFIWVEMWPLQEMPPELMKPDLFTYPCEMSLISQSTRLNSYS
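HEK293T cells stably expressing RXFP1 were pretreated with the PDE4 inhibitor Ro 20174, exposed to compounds for 30 min at 37C, lysed, and cAMP was read by TR-FRET. Data normalized to buffer (basal) and 29 nM porcine relaxin (100%).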
Vif-A3F inh: inhibitors of Vif-A3F interaction; Potency, µM (highest dose often 46.1 µM), inactives show at the top dose activity, negative = active; 390,000 compounds, 0.2% hits; HeLa A3F-eYFP + Vif (tagged APOBEC3F with the HIV-1 protein that degrades it), YFP fluorescence increase; also: potency is read from the fitted curve at half-maximal effect; % of control where 0% means no effect; nearly all actives have a fitted effect of over 65% in size
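HeLa cells stably expressing A3F-eYFP plus Vif, plated and incubated overnight at 37 deg C, then exposed to compounds overnight at 37 deg C. Blocked degradation read as raised yellow fluorescence (Ex 488/Em 500-530).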
D1 potentiator: human D1 dopamine receptor positive modulation; potentiation, % at 10 µM; HEK293 TREx D1 cells, calcium flux, dopamine EC20 potentiation; 360,000 compounds, 0.036% hits; in the data active = potentiation above about 30%; also: 0% is about no effect
D1 antagonist: human D1 dopamine receptor antagonism. HEK293 TREx D1 cells, calcium flux, dopamine EC80; stronger effect = lower value. 360,000 compounds, 3.2% hits. activity change, negative = inhibition, % at 10 µM. P21728; in the data active = activity change below about -30%; also: % is scaled to controls: 0 for no effect and ±100 for the full control effect
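After overnight tetracycline induction at 30 C, force-coupled D1 HEK293 cells took up a no-wash calcium dye at room temperature. Compounds were added and monitored 180 s, and the response to EC80 dopamine was then recorded.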
Vif-A3G inh: blocks the Vif interaction with human APOBEC3G | Q9HC16 | HeLa A3G-eYFP + Vif (tagged APOBEC3G with the HIV-1 protein that degrades it), YFP fluorescence, overnight | Potency, µM (series often up to 46.1 µM), for inactives: at the highest dose activity, negative = active, most hits filed as inhibitors | 410,000 compounds, 0.076% hits | AID 602310;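 also: potency is read from the fitted curve at half-maximal effect; % is scaled to controls: 0 for no effect and ±100 for the full control effect; nearly all actives have a fitted effect of over 60% in size; hits raise eYFP signal because A3G escapes Vif-driven loss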
Target sequence (Q9HC16 whole entry, looked up): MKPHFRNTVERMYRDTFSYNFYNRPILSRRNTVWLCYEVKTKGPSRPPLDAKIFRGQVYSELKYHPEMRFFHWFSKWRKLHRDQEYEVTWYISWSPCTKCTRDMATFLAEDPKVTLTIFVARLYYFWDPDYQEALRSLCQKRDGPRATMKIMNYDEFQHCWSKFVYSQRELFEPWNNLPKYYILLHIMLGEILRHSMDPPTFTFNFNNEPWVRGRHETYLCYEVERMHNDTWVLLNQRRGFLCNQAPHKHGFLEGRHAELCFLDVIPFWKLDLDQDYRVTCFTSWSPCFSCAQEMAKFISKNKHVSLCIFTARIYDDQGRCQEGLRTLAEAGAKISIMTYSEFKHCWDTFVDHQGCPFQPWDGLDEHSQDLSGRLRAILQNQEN
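HeLa cells stably expressing Vif and C-terminally eYFP-tagged A3G, seeded overnight at 37 deg C, then exposed to compound by pintool overnight at 37 deg C. Rise in yellow fluorescence (Ex 488/Em 500-530, Acumen) marks blocked Vif-driven A3G degradation.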
GRP78 ERSR act: inducers of ER stress response in human glioma cells; U87-MG GRP78 promoter luciferase reporter, 16 h; Potency, µM, for the others: top-dose activation, usual class: activators; 420,000 compounds, 0.02% hits; also: potency is read from the fitted curve at half-maximal effect; series mostly up to about 76 µM; % of control where 0% means no effect; nearly all actives have a fitted effect of over 35% in size
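Stably transfected U87-MG human glioma cells carrying a GRP78-based luminescent sensor were seeded at 1000 cells/well, pin-dosed with compounds and incubated 16 h. Luciferase reagent was then added, and end-point luminescence was read after 10 min at room temperature.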
D2 potentiator: D2 dopamine receptor (human) potentiation; P14416; HEK293 T-REx D2, calcium flux, EC20 dopamine potentiation; potentiation, % at 10 µM; 340,000 compounds, 0.34% hits; AID 485347;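 active = potentiation over 3 SD above the plate norm, cut at about 30% in these data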; also: 0% is about no effect
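Potentiation of an EC20 dopamine calcium response is measured in a force-coupled, tetracycline-inducible Hek293 Trex D2 line. Compound-only kinetic reads over 180 s flag agonists before dopamine addition.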
Starred values were filed as active, the others as inactive; ? = inconclusive; . = no result given; & = joins results of further samples. Unless noted, calls follow the shape of the dose curve; as a rule, active = well fitted curve in the direction sought with a large enough effect; inconclusive = small, poorly fitted or top-dose-only effect, or another doubt; inactive = no such curve, though single readings can be large; an effect the other way counts as inactive or inconclusive.

SMILES	LDHA block	D1 agonist	RXFP1 agonist	Vif-A3F inh	D1 potentiator	D1 antagonist	Vif-A3G inh	GRP78 ERSR act	D2 potentiator
CN(CC(=O)Nc1ccccc1Br)C(=O)c1ccccc1-c1nc2ccccc2s1	-1	2	0.5%	-1%	-2	2	-3%	7%	-3
O=C1c2ccccc2S(=O)(=O)N1Cc1cccc(S(=O)(=O)N2CCOCC2)c1	-2	8	9.2%	-8%	-9	-21	0%	0%	12
CCC(C(=O)Nc1ccccc1Cl)n1nc(C)c2c(C)n(-c3ccccc3)nc2c1=O (stereo not given)	0	0	0.5%	1%	19	10	1%	-2%	.
CC(=NCc1ccco1)C1=C(O)c2ccccc2C1=O	-3	-1	1.0%	-1%	1	-4	0%	4%	14
CCOC(=O)C1CCN(C(=O)C(=O)N2CCC(C(=O)OCC)CC2)CC1	-1	1	3.9%	2%	7	7	-3%	-2%	16
CCOCCCn1c(=N)c(C(=O)NC2CCCCC2)cc2c(=O)n3ccccc3nc21	1	-2	?	8%	0	-3	1%	-3%	-3
Cc1cc(C)c(S(=O)(=O)NCC(c2cccs2)S(=O)(=O)c2ccccc2)c(C)c1 (stereo not given)	9	22	-0.7%	-6%	-4	.	?	-9%	.
O=C(NCc1ccccc1Cl)c1cnc2sc(N3CCOCC3)nn2c1=O	-4	1	?	2%	0	7	1%	-2%	-2
COc1ccc(CNC(=O)c2cc3ccccc3o2)cc1OC	0	9	-0.6%	12%	-1	-8	0%	3%	3
CC(=O)OCCCN1C(=O)c2ccc(Br)cc2C1=O	-7	8	0.8%	-8%	-4	-13	4%	-1%	-1
O=C(Cc1ccc2c(c1)OCCO2)N1CCN(c2ccccc2)CC1	0	1	2.8%	-11%	-2	3	-6%	5%	.
COc1ccc(-c2cc(C(=O)N3CCOCC3)c3ccccc3n2)cc1OC	1&3	0	4.7%	1%	-2	7	-1%	-3%	-1
Cc1ccccc1-c1nc(CS(=O)CC(=O)NCc2ccc3c(c2)OCO3)c(C)o1 (stereo not given)	0	0	1.1%	3%	0	-2	2%	-5%	-13
CCc1ccc(NC(=O)c2cnn3c(C(F)F)cc(C)nc23)cc1	-8	2	2.7%	15%	2	0	0%	-2%	-5
Cc1ccc(NS(=O)(=O)c2cc([N+](=O)[O-])ccc2NNC(=S)Nc2cc(C)ccc2C)c(C)c1	-12	2	-0.4%	-1%	8	-15	-9%	-5%	15
CC(NC(=O)COc1ccccc1)C(c1cccs1)N1CCCC1 (stereo not given)	-9	0	0.2%	-3%	-2	-9	-1%	-8%	3
Cc1ccc(-c2nnc3c4ccccc4c(C)nn23)cc1S(=O)(=O)N1CCN(C)CC1	0	.	.	-1%	.	.	-1%	-2%	.
COc1ccc(-c2cnc3ncnn3c2N)cc1	-4	2	11%	1%	-3	3	-3%	-1%	.
O=C(CC(=O)NCc1ccccc1)NCc1ccccc1	-11	1	3.7%	1%	0	4	2%	0%	16
COc1ccc(N2CCN(CC(O)COc3ccc(C(C)C)c(C)c3)CC2)cc1 (stereo not given)	10	12	2.9%	1%	-1	-6	5%	-4%	-15
O=C(C[C@@H]1C[C@@H]2c3cc(NC(=O)C4CCC4)ccc3O[C@@H]2[C@@H](CO)O1)NCc1ccc(Cl)cc1	1	.	.	-12%	.	.	1%	-6%	.
O=C(O)C1C2C=CC(C2)C1C(=O)NCCc1cccc(Cl)c1 (stereo not given)	1	3	-0.6%	0%	-15	-10	-4%	0%	-4
CC(=O)c1ccc(-n2nnnc2SCC(=O)NNC(=O)c2ccco2)cc1	-9	0	0.2%	2%	-1	-6	1%	-2%	-12
C[C@@H]1NS(=O)(=O)[C@H]2C[C@@H]3C=C[C@]2(O3)[C@H]1OC(=O)Nc1ccc(C(F)(F)F)cc1[N+](=O)[O-]	-6	-1	0.0%	-3%	3	.	0%&2%	-3%&-4%	2
COc1ccc(N=C2SC(C(=O)Nc3ccc4c(c3)OCO4)CC(=O)N2C)cc1 (stereo not given)	8&6	6	0.5%	-7%&2%	-8	-9	0%&-1%	2%&3%	-2
CN(C(=O)CSc1nc(O)cc(=O)n1C1CCCC1)c1ccccc1	-3	25	-3.3%	2%	6	8	-8%	-2%	-3
O=C(O)CSc1nc(C(F)(F)F)cc(=O)n1-c1ccccc1	-1	5	0.9%	-10%	1	-6	2%	-2%	4
CC(C)(C)C(=O)Cn1nc(Cl)nc1Cl	-8	5	0.7%	-9%	-2	2	-1%	-7%	16
COc1ccccc1-c1n[nH]c(=S)n1Cc1ccco1	.	-2	2.2%	.	-2	-9	.	.	0
O=C(c1ccc(CSc2nc3ccncc3[nH]2)cc1)N1CCCCCC1	-1	2	25%	3%	0	-11	-1%	-8%	-5
CCOc1ccc(S(=O)(=O)N(CC(=O)NCC(F)(F)F)Cc2ccco2)cc1	-5	4	0.3%	11%	0	5	1%	-2%	2
O=C(CSC1=NCCN1)Nc1cccc([N+](=O)[O-])c1	-8	6	4.7%	-1%	-3	3	-14%	-5%	-22
O=C(Nc1cccc(F)c1)NC1(C(=O)N2CCOCC2)CCCCC1	-8	2	-2.3%	10%	-1	1	0%	-5%	12
CC1(C)CC(=O)C2=C(C1)N(c1ccccc1)C(=O)CC2c1ccc(O)cc1 (stereo not given)	-9	-2	-2.0%	1%	4	-11	0%	-4%	2
CCOc1ccc(C(CC(=O)O)NC(=O)c2ccco2)cc1 (stereo not given)	1	1	0.9%	3%	-6	1	1%	-3%	.
C=CCN(c1ccc(OC)cc1)S(=O)(=O)c1ccc(Cl)c(C(=O)OCC(=O)c2c(N)n(C)c(=O)n(C)c2=O)c1	0	.	.	3%	.	.	-1%	-2%	.

3 entries picked at random from those above, as already listed:
SMILES	LDHA block	D1 agonist	RXFP1 agonist	Vif-A3F inh	D1 potentiator	D1 antagonist	Vif-A3G inh	GRP78 ERSR act	D2 potentiator
O=C(Nc1cccc(F)c1)NC1(C(=O)N2CCOCC2)CCCCC1	-8	2	-2.3%	10%	-1	1	0%	-5%	12
C=CCN(c1ccc(OC)cc1)S(=O)(=O)c1ccc(Cl)c(C(=O)OCC(=O)c2c(N)n(C)c(=O)n(C)c2=O)c1	0	.	.	3%	.	.	-1%	-2%	.
COc1ccc(N=C2SC(C(=O)Nc3ccc4c(c3)OCO4)CC(=O)N2C)cc1 (stereo not given)	8&6	6	0.5%	-7%&2%	-8	-9	0%&-1%	2%&3%	-2

The results go on.
SMILES	LDHA block	D1 agonist	RXFP1 agonist	Vif-A3F inh	D1 potentiator	D1 antagonist	Vif-A3G inh	GRP78 ERSR act	D2 potentiator
CCOC(=O)c1ccccc1NC(=O)CSc1nccn1Cc1ccco1	-2	0	2.2%	-6%	-1	3	8%	-2%	-6
O=C(NC(=O)c1ccccc1Cl)Nc1ccc(-c2cnco2)cc1	0	2	0.8%	-1%	-4	-13	-3%	-1%	9
Cc1ccc(CNCC(O)(c2ccccc2)c2ccccc2)cc1	-1	4	-1.0%	-11%	-3	8	-1%	-2%	-6
CCc1nc(-c2ccc(OC)c(OC)c2)cc2cc(OC)c(OC)cc12	-3	-1	0.6%	-11%	-7	0	-3%	-3%	5
CC1CCCC(NC(=O)c2ccc3c(SCC(=O)O)c4c(nc3c2)CCC4)C1C (stereo not given)	0	4	16%	2%	0	22	-5%	0%	-3
COc1cc(NC(=O)c2ccccc2[N+](=O)[O-])c(C(=O)O)cc1OC	-1	2	1.6%	8%	-2	-11	-12%	-6%	4
CC(C)c1ccc(NC(=O)CN2C(=O)COc3ccc(S(=O)(=O)N4CCOCC4)cc32)cc1	-4&-1	6&3	0.3%&-0.3%	-1%&-2%	-1&-2	6&4	5%&0%	-6%&-4%	2&3
CCc1ccc(C2CC(=O)Nc3cc4c(cc32)OCO4)cc1 (stereo not given)	-7	26	0.6%	-6%	-4	-13	1%	0%	3
Cc1noc(C)c1S(=O)(=O)N(CC(=O)N1CCn2c1nc1ccccc12)c1ccc(C(C)C)cc1	-5	4	1.3%	0%	8	-7	-1%	-2%	-7
COc1ccc(-c2noc(C3CC(=O)N(c4ccc(C)c(F)c4)C3)n2)c(OC)c1 (stereo not given)	4	13	-3.6%	5%	-7	2	0%	-1%	4
CCC(c1nnnn1CCc1ccccc1)N1CCN(c2ccc(OC)cc2)CC1 (stereo not given)	-3	-1	1.2%	-21%	0	-4	0%	-5%	-5
Cc1cc([N+](=O)[O-])ccc1NCc1ccc2ccccc2c1	1	2	-0.8%	-5%	1	2	0%	-1%	-1
Cc1ccc2onc(CNC(=O)Nc3cc(F)ccc3F)c2c1	1	12	3.7%	-3%	-3	-23	-4%	0%	0
O=C(CSc1nnc2ncccn12)N1CCCCCC1	-3	6	4.6%	-6%	-3	12	2%	-2%	-5
COc1ccccc1NC(=O)CN1CCN(CC(=O)Nc2ccc(F)cc2)CC1	-3	0	0.2%	1%	-4	-4	1%	-2%	-2
FC(F)(F)c1cc(CCN2C(=S)NC[C@@H]2CC2CCCCC2)cc(C(F)(F)F)c1	6	10	0.8%	?	-1	18	-10%	1%	.
O=C(c1ccc(S(=O)(=O)N2CCCCCC2)cc1)N(c1ccccn1)C1CCCCC1	0	0	-0.8%	-4%	-4	4	1%	-2%	4
CCOc1ccc(NC(=O)c2cnc(N3CCCC3)nc2C)cc1	-4	1	-0.9%	.	1	-17	.	.	10
COC(=O)CSc1nnc(CNC(=O)c2ccccc2OC)n1C	-1	4	-0.1%	-1%	0	-5	2%	-4%	-8
CC(C)C(=O)N/N=C/c1ccc(OCc2ccccc2)cc1	-11	.	3.3%	2%	.	.	0%	2%	.
Cc1nnc(NC(=O)CSc2nc3c(c(=O)n(C)c(=O)n3C)n2C(C)C)s1	1	3	11%	11%	-2	3	0%	3%	-3
O=C(/C=C/c1ccco1)OCc1nnc(-c2ccc(Cl)cc2)o1	-2	9	-1.3%	3%	-6	-29	1%	3%	-5
COc1ccc(-c2cc(C(=O)NCC3CCCO3)c3ccccc3n2)cc1 (stereo not given)	-1&3	1	0.4%	-1%	2	-20	1%	0%	-1
Cc1cccc(NC(=O)Nc2ccc3c(c2)N(C)C(=O)CS3)n1	-1	1	-0.2%	?	.	-23	-11%	0%	3

From PubChem BioAssay

Only part of the results is shown (hit frequency here may not be typical).
